Screens as filed in PubChem.
PGE2 EP2 inh: blocks the human prostaglandin E2 receptor EP2; P43116; C6 glioma cells expressing human EP2, cAMP TR-FRET; cells stimulated with saturating PGE2; inhibition, % at 25 µM; 0.52% of 260,000 active; AID 1422;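 active means percent inhibition above 40 after rounding to a whole number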;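 further: rat C6 glioma host cells with rolipram phosphodiesterase inhibitor present; the protocol text gives 20 µM as final concentration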
Target sequence (P43116 whole entry, looked up): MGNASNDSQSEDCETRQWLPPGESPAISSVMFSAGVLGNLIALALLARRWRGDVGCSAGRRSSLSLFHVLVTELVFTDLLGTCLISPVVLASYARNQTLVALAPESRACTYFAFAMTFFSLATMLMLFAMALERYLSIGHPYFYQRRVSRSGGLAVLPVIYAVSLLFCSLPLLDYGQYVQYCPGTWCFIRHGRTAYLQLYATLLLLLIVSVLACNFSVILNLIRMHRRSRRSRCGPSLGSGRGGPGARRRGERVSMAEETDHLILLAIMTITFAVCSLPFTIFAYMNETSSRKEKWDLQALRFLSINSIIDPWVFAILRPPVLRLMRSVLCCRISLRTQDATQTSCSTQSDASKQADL
The depositor's hits bear a star; & = joins results of further samples.

SMILES | PGE2 EP2 inh
COc1ccc2[nH]c(=O)c(CN(Cc3nnnn3CC3CCCO3)C3CCCC3)cc2c1 (configuration not stated) | 13
CCc1cc2ccc(C)c(C)c2nc1SCC(=O)Nc1nc(C)cs1 | 11
C[C@H](NC(=O)CCC1CCC(=O)N1)c1ccccc1 (some centres not stated) | 3
O=c1[nH]c(N2CCCC2)nc2c1CN(Cc1nnnn1Cc1ccco1)CC2 | 10
CCC(C)(C)NC(=O)CN(C(=O)c1csnn1)c1cccc(C)c1C | 9
Cc1ccc(NC(=O)CSc2nnc(-c3ccco3)n2C)cc1 | 8
COc1ccccc1C1(NC(=O)c2cc(-c3cnn(C)c3)n[nH]2)CCCC1 | 4
Cc1ccc(NC(=O)CN2CCC(n3nnc4cc(C(F)(F)F)ccc43)CC2)c(Br)c1 | 7
COc1ccc(C(=O)NCCNc2nc3ccc(C)cc3cc2C#N)cc1OC | 9
COc1ccccc1NC(=O)CSc1nnc2c(C)cc3ccccc3n12 | 21
CCOc1ccc(OCC)c(NC(=O)CSc2nnnn2C)c1 | 19
N#CCCCSc1nnc(-c2ccc(C(N)=S)cc2)o1 | 16
COc1ccc(C(=O)Nc2cc(C(F)(F)F)ccc2N2CCCC2)cc1OC | 18
CCCC(=O)N1CCN(c2ccc(NC(=O)c3ccc(C)cc3C)cc2)CC1 | 10
COCCN1CCN(Cc2cc3c(C(C)(C)C)nn(-c4ccccc4)c3[nH]c2=O)CC1 | 12
CCC(C)NC(=O)C1CCN(S(=O)(=O)c2ccc(OC)c(C)c2)CC1 (configuration not stated) | 5
COc1ccc(C2(C)NN=C3Sc4ccccc4N32)cc1 (configuration not stated) | 8
C#Cc1ccc([C@H]2C=C(C(=O)NCc3nc4ccccc4[nH]3)O[C@@H](OCC)[C@@H]2CCCO)cc1 | 5
C#CCOCC1Cc2c(C)nn(C(N)=S)c2O1 (configuration not stated) | 12
CN(C)C(=O)C1CCN(Cc2c[nH]c3ccccc23)CC1 | 10
CCN(CC)CCCNC(C)C(=O)N1CCc2ccccc21 (configuration not stated) | 13
Cc1cc(CNS(=O)(=O)N2CCCC2)c2[nH]c(C)c(C)c2c1 | 6
Cc1cc(=O)c2ccc(NC(=O)c3ccccc3)cc2[nH]1 | 7
CC1CCN(C(=O)Cn2ncc3cccn3c2=O)CC1 | 3
COC(=O)c1ccc(NC(=O)C2CCN(C(=O)c3cc(OC)cc(OC)c3)CC2)cc1 | 10
Additional structures
SMILES | PGE2 EP2 inh
COc1ccc(CN(Cc2coc3ccccc3c2=O)CC2CCCO2)cc1OC (configuration not stated) | 1
CCC(C)OC(=O)Cn1cnc2sc(-c3ccccc3)cc2c1=O (configuration not stated) | 9
COc1cc(NC(=O)C2CC(c3c(F)cccc3Cl)=NO2)cc(OC)c1OC (configuration not stated) | 6
CCN1C(=O)c2cccc3c(S(=O)(=O)Nc4ccccc4O)ccc1c23 | 11
O=C(Nc1ccc(N2CCN(C(=O)c3ccco3)CC2)cc1)c1cccc(Cl)c1 | 4
CS(=O)(=O)N(CC(=O)Nc1cccc2ccccc12)c1ccc2c(c1)OCO2 | 9
COc1ccc(OC)c(CC(=O)N[C@@H](C)Cn2nnc3ccccc32)c1 | 5
c1ccc(CO[C@H]2NCCN2Cc2ccccc2)cc1 | 9
NC(=O)C1CCN(c2ccc3c(c2)S(=O)(=O)c2ccccc2C3=O)CC1 | 27
Cc1ccc2c(c1)C(O)CC1(CCN(CC(O)c3ccc(Cl)c(Cl)c3)CC1)O2 (configuration not stated) | 3
Cc1cc(C)cc(NC(=O)NC2CCN(CC(=O)Nc3ccc4c(c3)OCO4)CC2)c1 | 21
NC[C@H]1O[C@H](O[C@H]2C(O[C@@H]3O[C@H](CO)[C@@H](O)[C@H]3O)[C@@H](O)[C@H](N)C[C@@H]2N)[C@H](N)[C@@H](O)[C@@H]1O (some centres not stated) | 13
CCCC(=O)O[C@]1(C(=O)CO)CCC2[C@@H]3CCC4=CC(=O)CC[C@]4(C)C3[C@@H](O)C[C@@]21C (some centres not stated) | 15
CC1CCCC(C)N1C(=O)CSc1nnc(-c2cccnc2)n1Cc1ccccc1 (configuration not stated) | 11
CCc1ccccc1N(C(=O)Cn1nnc2ccccc21)C(C(=O)NC(C)(C)C)c1ccsc1 (configuration not stated) | 7
O=c1[nH]c2cc3c(cc2cc1C(c1nnnn1C1CCCC1)N1CCN(c2ccccc2)CC1)OCO3 (configuration not stated) | 7
Cc1cccc(C(=O)NC(c2n[nH]c(=S)n2C)C(C)C)c1 (configuration not stated) | 8
CC1CCCC(C)N1C(=O)Cn1nc2n(C)c3ccccc3n2c1=O (configuration not stated) | 0
CCOc1ccc2nc(NC(=O)CSc3nc(N)cc(N)n3)sc2c1 | 14
CCn1cc(CN2CCC(O)(c3ccc(C)cc3)CC2)cn1 | 6
COC(=O)c1ccccc1NC(=O)CSc1nnnn1-c1ccc2c(c1)OCCO2 | 11
Cc1ccc(NC(=O)C(C)Oc2ccc3c(C)cc(=O)oc3c2)c(C)c1 (configuration not stated) | 7
CC(C)=CCC/C(C)=C/CO | 10&10
COc1cc(NC(=O)c2cc(-c3ccc(C)cc3)on2)c(OC)cc1Cl | 11
CC(CCO)[N+]1(C)CC[N+](C)(C)CC1 (configuration not stated) | 18
Next results follow:
SMILES | PGE2 EP2 inh
CCOc1cc(C2Nc3c(ccc4ccccc34)C3=C2C(=O)CCC3)ccc1O (configuration not stated) | 13
COc1ccc2c(c1)CCCN2Cc1ccnc(N2CCCC2)n1 | 7
CC(=O)O[C@H]1C[C@@H](OC(C)=O)C(C)(C)C2CC(=O)[C@]3(C)C(CC[C@@]4(C)[C@H](C(=O)O)OC(=O)C5OC543)[C@]21C (some centres not stated) | 6
CCC(=O)CSc1nc2sc3c(c2c(=O)n1-c1ccc(OC)cc1)CCC3 | 14
Cc1oc2ccccc2c1CN(CCCOC(C)C)Cc1ccncc1 | 11
CCc1cccc(C)c1NC(=O)CSc1nc(C)nc2sc(C)c(CC)c12 | 9
COc1ccc(C2C(C#N)=C(N)SC(N)=C2C#N)c2ccccc12 | 22
O=C(CSc1nc2ccc(Cl)cc2[nH]1)Nc1ccc(Br)cc1 | 7
COc1cc(OC)c2ccc(=O)oc2c1 | 10
CCOc1cc(-c2cc(-c3ccc(Cl)cc3)nc(N)c2C#N)ccc1O | 12
COc1cc(C)c(C2C(C#N)=C(N)OC3=C2C(=O)CC(C)(C)C3)cc1OC (configuration not stated) | 13
COc1ccc(S(=O)(=O)NCC(=O)NCC2CCCO2)cc1 (configuration not stated) | 11
C[C@@H]1CC[C@@]23CCC4(C)[C@@](C=CC5[C@@]6(C)CCC(=O)C(C)(C)C6CC[C@]54C)(OC2=O)C3[C@H]1C (some centres not stated) | 12
CCC(=O)Nc1nc(-c2ccc3c(c2)CC(C)N3C(=O)C2CC2)c(C)s1 (configuration not stated) | 12
CCC(=O)Nc1ccc(NC(=O)c2ccc(OC)cc2)nc1 | 16
COc1ccc(/C=N/NC(=O)O)cc1 | 12
Cc1nc(S(=O)(=O)c2ccc(Cl)cc2)c(N2CCCCC2)o1 | 4
COCCNC(=S)N(Cc1ccc(F)cc1)Cc1cc2ccc(C)cc2[nH]c1=O | 8
O=C1CCC(C(=O)NCC2CCC(C(=O)NCCN3CCc4ccccc43)CC2)N1 (configuration not stated) | 3
COc1ccc(C(=O)N(CC(=O)NC(C)(C)C)c2cnc3ccccc3c2)cc1OC | 12
COc1ccccc1NC(=S)N(CCCO)Cc1cc2c(C)cc(C)cc2[nH]c1=O | 10
COc1ccc(C(=O)c2c(-c3ccsc3)oc3ccc(-c4ccc(OC)cc4)cc23)cc1 | 9
CNC(=S)N(Cc1cc2cc(C)c(C)cc2[nH]c1=O)C1CCCCC1 | 11
Cc1[nH][nH]c(=O)c1C(c1c(C)[nH][nH]c1=O)c1cn(Cc2ccccc2C#N)c2ccccc12 | 9
COc1ccc(C2(O)CCN(CC(=O)NC3CCCCC3C)CC2)cc1 (configuration not stated) | 12
The list goes on:
SMILES | PGE2 EP2 inh
COc1ccc2[nH]c(=O)c(CN(C3CCCCC3)S(=O)(=O)c3ccc(C)cc3)cc2c1 | 20
O=C(CN1C(=O)[C@H]2CCCN2C(=O)c2ccccc21)NCc1ccco1 | 11
S=c1[nH]nc(C2CCCCC2)n1-c1ccccc1 | 5
CCc1ccc2c(c1)C1(SC(NC(C)=O)=NN1C(C)=O)C(=O)N2CC(=O)OC (configuration not stated) | 9
C(CCc1nnc2c(n1)CCCC2)Cc1nnc2c(n1)CCCC2 | 45*
O=C(CSc1nnc(-c2ccco2)o1)Nc1ccc(OCc2ccccc2)cc1 | 10
Cc1ccc(NC(=S)N(Cc2cc3ccc(C)c(C)c3[nH]c2=O)CC2CCCO2)c(C)c1 (configuration not stated) | 15
COc1ccccc1NC(=O)CSc1nc2cc(C)ccc2cc1C#N | 9
CCCn1c(SCC(=O)Nc2ccc(C)cc2Br)nnc1-c1ccccn1 | 15
COC(=O)Cn1cc(CN2CCC(O)(c3ccccc3OC)CC2)c2ccccc21 | 4
COC(=O)c1c(NC(=O)C(C)C)sc(C(=O)Nc2ccccc2)c1C | 7
CC(=O)c1cccc(Nc2nc(-c3ccc(O)cc3O)cs2)c1 | 70*
Cc1ccc2cc(CN(CC3CCCO3)C(=S)NCCc3ccccc3)c(=O)[nH]c2c1C (configuration not stated) | 10
Cn1c(=O)c2c(nc(SCC(=O)NC(C)(C)C)n2Cc2ccccc2F)n(C)c1=O | 6
CC(=O)c1ccc(NC(=O)CSc2nnc3c(C)cc4ccc(C)cc4n23)cc1 | 20
O=C(O)CCc1ccc(-c2ccccc2)[nH]1 | 8
Cc1nc(C(=O)Nc2cc(F)cc(Cl)c2)sc1C1(C)CC(c2ccccc2)=NO1 (configuration not stated) | 13
COc1ccc(C(=O)N2CCN(C)CC2)cc1 | 9
C=CCOc1ccc(NC(=O)C2CC(=O)N(Cc3ccccc3)C2)cc1 (configuration not stated) | 6
CCc1ccc(CCC(=O)Nc2ncc(Cc3ccccc3)s2)o1 | 8
COCCNC(=O)C1Nc2ccc(OC(F)(F)F)cc2C2C=CCC12 (configuration not stated) | 20
COc1ccc2oc(=O)c(C(=O)Nc3ccccc3C(F)(F)F)cc2c1 | 14
COc1ccccc1OCc1nnc(SCC(=O)Nc2cccc(C)c2)n1C | 7
OCCOCCn1c(CCNc2nc(-c3ccc(F)cc3)cs2)nc2cc(C(F)(F)F)ccc21 | 4
CCOc1cc(CN2CCC(O)(c3ccccc3OC)CC2)c(C)cc1OC | 3

Two entries picked at random from the list so far, as already listed:
SMILES | PGE2 EP2 inh
COc1ccc(C(=O)N(CC(=O)NC(C)(C)C)c2cnc3ccccc3c2)cc1OC | 12
CCC(C)OC(=O)Cn1cnc2sc(-c3ccccc3)cc2c1=O (configuration not stated) | 9

Ordered by count of non-hydrogen atoms (rising): part of the list above.
SMILES | PGE2 EP2 inh
O=C(O)CCc1ccc(-c2ccccc2)[nH]1 | 8
COc1ccc(C(=O)N2CCN(C)CC2)cc1 | 9
S=c1[nH]nc(C2CCCCC2)n1-c1ccccc1 | 5
CC(=O)c1cccc(Nc2nc(-c3ccc(O)cc3O)cs2)c1 | 70*
C(CCc1nnc2c(n1)CCCC2)Cc1nnc2c(n1)CCCC2 | 45*
COCCNC(=O)C1Nc2ccc(OC(F)(F)F)cc2C2C=CCC12 (configuration not stated) | 20
COc1ccccc1NC(=O)CSc1nc2cc(C)ccc2cc1C#N | 9
CCCn1c(SCC(=O)Nc2ccc(C)cc2Br)nnc1-c1ccccn1 | 15
COc1ccccc1OCc1nnc(SCC(=O)Nc2cccc(C)c2)n1C | 7
CC(=O)c1ccc(NC(=O)CSc2nnc3c(C)cc4ccc(C)cc4n23)cc1 | 20
Cn1c(=O)c2c(nc(SCC(=O)NC(C)(C)C)n2Cc2ccccc2F)n(C)c1=O | 6
COc1ccc2[nH]c(=O)c(CN(C3CCCCC3)S(=O)(=O)c3ccc(C)cc3)cc2c1 | 20
Cc1ccc(NC(=S)N(Cc2cc3ccc(C)c(C)c3[nH]c2=O)CC2CCCO2)c(C)c1 (configuration not stated) | 15
OCCOCCn1c(CCNc2nc(-c3ccc(F)cc3)cs2)nc2cc(C(F)(F)F)ccc21 | 4

Other records:
SMILES | PGE2 EP2 inh
O=C(O)CCCCCN=C1NC(=O)CS1 | 14
O=C(OCC#CCSc1nc2ccccc2o1)c1ccc(F)cc1 | 11
COCCN1C(=O)C(=O)/C(=C(\O)c2ccc(Cl)cc2)C1c1ccc(OC)c(OC)c1 (configuration not stated) | 17
CC1(C)CC(N(Cc2ccncc2)Cc2coc3ccccc3c2=O)CC(C)(C)N1 | 7
COc1cc2[nH]c(=O)c(C(=O)NCCN(C)C)c(O)c2cc1OC | 14
COc1ccccc1NC(=O)C1CCN(C(=O)c2ccc(C(C)(C)C)cc2)CC1 | 9
COc1cc(N)ccc1-c1ccc(CO)o1 | 18
Cc1ccc(C)c(-n2c(SCC(=O)Nc3nccs3)nnc2-c2ccccn2)c1 | 11
O=C(NC1CCCCC1)NC1CC2CCCC(C1)N2Cc1ccccc1 (configuration not stated) | 9
CNC(=S)N(CCc1ccccc1C)Cc1cc2cc3c(cc2[nH]c1=O)OCCO3 | 5
COc1ccc(CN2CCC(O)(c3ccc(F)cc3)CC2)cc1CO | 5
Cc1cc(C)c2[nH]c(=O)c(CN(CC3CCCO3)C(=O)c3ccccc3F)cc2c1 (configuration not stated) | 8
Cc1ccc(-n2c(O)c(C=NCCCO)c(=O)[nH]c2=O)cc1 | 13
CCCOc1ccc(C2C3=C(CCCC3=O)N(C)C3=C2C(=O)CCC3)cc1OCC | 14
C[C@@H](N1CCOCC1)[C@@](O)(c1ccccc1)c1ccccn1 | 8
Cc1ccc(C(O)CN2CCC3(CC2)CC(O)c2cc(Cl)c(C)cc2O3)cc1 (configuration not stated) | 4

A portion of the library. The share of hits here may be higher or lower than overall.
